Compound activity from PubChem.
RXFP1 antag: antagonists of human relaxin receptor RXFP1; HEK293-RXFP1, relaxin-stimulated cAMP HTRF, 30 min; hits give low values; AID 1259400; 0.59% of 350,000 active; Q9HBX9; activity change, negative = inhibition, % at 57.5 µM;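 active means activity change of -60% or lower, but not beyond a set lower limit; inconclusive means change between -60% and -40%, or beyond the set limit; inactive means change above -40%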
Target sequence (Q9HBX9 whole entry, looked up): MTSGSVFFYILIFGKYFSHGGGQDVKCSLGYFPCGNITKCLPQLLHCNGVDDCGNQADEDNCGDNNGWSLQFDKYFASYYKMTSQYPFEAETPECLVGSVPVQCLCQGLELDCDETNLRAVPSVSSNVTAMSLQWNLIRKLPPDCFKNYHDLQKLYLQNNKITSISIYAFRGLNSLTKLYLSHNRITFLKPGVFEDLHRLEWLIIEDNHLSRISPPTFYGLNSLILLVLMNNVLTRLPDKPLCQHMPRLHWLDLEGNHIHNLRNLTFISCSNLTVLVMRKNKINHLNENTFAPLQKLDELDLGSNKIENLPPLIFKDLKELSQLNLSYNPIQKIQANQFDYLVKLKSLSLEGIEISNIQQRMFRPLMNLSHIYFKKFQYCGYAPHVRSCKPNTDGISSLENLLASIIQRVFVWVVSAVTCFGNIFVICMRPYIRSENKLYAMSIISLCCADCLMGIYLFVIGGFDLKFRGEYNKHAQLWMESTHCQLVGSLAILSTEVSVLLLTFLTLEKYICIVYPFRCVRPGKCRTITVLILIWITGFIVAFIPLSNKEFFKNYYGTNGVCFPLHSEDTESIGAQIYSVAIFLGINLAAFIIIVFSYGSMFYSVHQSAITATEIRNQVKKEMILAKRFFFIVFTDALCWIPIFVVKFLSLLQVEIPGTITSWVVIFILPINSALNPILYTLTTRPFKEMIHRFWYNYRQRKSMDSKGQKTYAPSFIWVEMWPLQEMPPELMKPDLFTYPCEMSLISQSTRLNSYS
Starred values were filed as active, the others as inactive; ? = inconclusive. On the % scale 0 is the no-effect control and ±100 the full control effect.

SMILES	RXFP1 antag
CSCCC(NC(=O)c1ccccc1Cl)C(=O)N1CCCC(C)C1 (centres undefined)	-3.2
CCCn1nc(C(=O)OCC(=O)Nc2ccc(C(N)=O)cc2)c2ccccc2c1=O	-15.1
O=c1[nH]nc(Br)c(=O)n1C(c1ccccc1)c1ccccc1	-8.2
CCC(=O)Nc1nnc(SCC(=O)NCC2CCCO2)s1 (centres undefined)	-14.5
CCc1ccccc1NC(=O)CN(C)C(=O)COC(=O)c1cccnc1Cl	-7.6
O=C(Oc1ccccc1C(=O)O)c1ccccc1O	-11.0
CC1=C(C(=O)N2CCOCC2)CC(CC(=O)NCc2cccs2)C(=O)N1CCC1=CCCCC1 (centres undefined)	3.7
COc1cccc(/C=C2\SC(=S)N(CCCC(=O)Nc3cccc(C(=O)O)c3)C2=O)c1	-0.4
NCC1CCC(C(=O)Oc2ccc(CCC(=O)O)cc2)CC1 (centres undefined)	10.3
C/C(=N\OC(=O)Nc1ccccc1)c1ccc(C)cc1	-15.7
COc1ccc(C(=O)N/C(=C\c2ccc(-c3cccc([N+](=O)[O-])c3)o2)C(=O)NCCCN2CCOCC2)cc1	-6.4
CC[N+](CC)(CC)CCOC(=O)C(C1CCCC1)C1CCCC1	-10.7
Cc1nn(CC(=O)OCC(=O)Nc2cccc(S(N)(=O)=O)c2)c(C)c1[N+](=O)[O-]	0.2
O=C(NNC(=O)c1ccccc1F)c1ccc(S(=O)(=O)N2CCCCC2)cc1	-10.2
CCCCCCCCCCCCCCCCCCNC(=O)OC1CCN(C(=O)OC[C@H](COC(=O)N(Cc2cccc[n+]2CC)C(=O)c2ccccc2OC)OC)CC1	-25.7

Next part
SMILES	RXFP1 antag
N#Cc1nc(-c2cccs2)oc1NCc1ccccc1	0.0
CCN(C(=S)NC(=O)c1ccco1)c1cccc2ccccc12	-5.1
COc1ccc(OC)c(NC(=O)COC(=O)COc2c(Cl)cc(Cl)c3ccc(C)nc23)c1	-7.1
O=C(NCc1ccco1)c1ccc(CS(=O)c2ccccc2Cl)o1 (centres undefined)	-1.4
O=C(CSc1ncnc2sc3c(c12)CCCC3)NC1CCS(=O)(=O)C1 (centres undefined)	8.5
Cc1cc(C2(c3ccc(O)c(C)c3)C(=O)N(C)c3ccc(Br)cc32)ccc1O	-16.7
Cc1ccc(NC(=O)CN2CCCC2c2cccn2C)c(Br)c1 (centres undefined)	-9.7
O=C(Cc1ccccc1[N+](=O)[O-])OCC(=O)c1ccccc1Br	6.4
COc1ccc(-c2csc(NC(=O)CSc3nc(C)cs3)n2)cc1	-8.7
OCc1ccccc1Cn1ccnc1	1.4
COc1cc(/C=C/C(=O)OCC(=O)c2ccc(OC(F)F)cc2)ccc1O	-15.5
COC(=O)c1ccc(C(=O)OC)c(NC(=O)Cc2cccs2)c1	-6.7
CCN(CC(=O)Nc1ccccc1OC)C(=O)CN1C(=O)NC(C)(c2ccc3ccccc3c2)C1=O (centres undefined)	-2.2
COc1ccc(NC(=O)Nc2ccc3c(c2)C(=O)N([C@H](C)CO)C[C@H](C)[C@@H](CN(C)Cc2ccc(Cl)c(Cl)c2)OCCCC[C@@H](C)O3)cc1	-7.6
CCN(CC)CCCC(C)Nc1nccc2c(Cl)cccc12 (centres undefined)	-29.6

(next part)
SMILES	RXFP1 antag
COCOCCn1cc(CN2CCS(=O)(=O)N(Cc3ccc(-c4ccc(OC)cc4)cc3)C(C)C2=O)nn1 (centres undefined)	-2.2
Nc1ccc(Cc2nc3c(ccc4ccccc43)[nH]2)cc1	-4.0
CC(CCc1ccccn1)C(=O)c1ccccc1 (centres undefined)	-5.0
COc1ccc(C2CC(c3cccs3)=NN2S(=O)(=O)c2ccc(C)cc2)cc1 (centres undefined)	-14.3
CCCn1c(SCC(=O)Nc2cccnc2Cl)n[nH]c1=O	-4.8
O=C(NCc1ccncc1)c1ccc(NS(=O)(=O)c2ccccc2)cc1	2.3
CCOc1cc(C(=O)OC(C)C(=O)Nc2ccccc2OC)ccc1OCC(=O)N1CCOCC1 (centres undefined)	-6.0
COc1cccc2c3c(c(=O)[nH]c12)CC(C)(C)O3	10.3
O=C(COC(=O)/C=C/c1ccc(Cl)c(Cl)c1)NC1CC1	-13.2
Cc1ccnc(NCc2cc(Cl)cc(Cl)c2O)c1	-0.2
O=C1CCC(C(=O)N(CCO)Cc2ccccc2)CN1CCc1cccc(F)c1 (centres undefined)	-3.6
Cc1cc(C)c(NC(=O)CCN2CCN(Cc3ccccc3)CC2)c(C)c1	-7.7
O=C(O)CN1C(=O)C2C3CCC(C3)C2C1=O (centres undefined)	-3.9
Cc1ccc(N(C)S(=O)(=O)c2cccc(C(=O)N3CCN(Cc4ccccc4)CC3)c2)cc1	-9.8
CN1CCC(N(C)C(=O)c2cccc(S(=O)(=O)N3CCc4ccccc43)c2)CC1	-6.4

The closing four compounds of the section above are carried over, then new ones follow.
SMILES	RXFP1 antag
Cc1cc(C)c(NC(=O)CCN2CCN(Cc3ccccc3)CC2)c(C)c1	-7.7
O=C(O)CN1C(=O)C2C3CCC(C3)C2C1=O (centres undefined)	-3.9
Cc1ccc(N(C)S(=O)(=O)c2cccc(C(=O)N3CCN(Cc4ccccc4)CC3)c2)cc1	-9.8
CN1CCC(N(C)C(=O)c2cccc(S(=O)(=O)N3CCc4ccccc43)c2)CC1	-6.4
CCOc1cc(C(=O)OCC(=O)Nc2cccc(S(=O)(=O)NC3=NCCCCC3)c2)cc(OCC)c1OCC	3.1
O=C1CC(C(=O)O)C2(CCCC2)O1 (centres undefined)	-7.3
CN(C(=O)COC(=O)c1ccc(Cl)c(S(=O)(=O)N2CCCCCC2)c1)C1CCS(=O)(=O)C1 (centres undefined)	-6.5
O=C(NNC(=O)c1ccc(Br)o1)c1ccc(NS(=O)(=O)c2cccs2)cc1	-9.3
COC(=O)c1ccc(Oc2nc3ccccc3n3c(C)nnc23)cc1	24.8
O=c1[nH]n(-c2ccc(Cl)cc2)c2ncccc12	-2.5
CC(C)N(Cc1ccccc1)C(=O)COC(=O)C1CCCCC1	-0.6
CCOC(=O)C1CCN(C(=O)COC(=O)CN(C)S(=O)(=O)c2ccc(NC(C)=O)cc2)CC1	-4.1
CCNC(=S)NCc1ccc(Cl)cc1	5.1
CCOc1ccc(-n2c(SC(C)C(=O)OC)nc3c(c2=O)SCC3)cc1 (centres undefined)	-29.9
COc1ccccc1N1CC(C(=O)NC2CCCCCC2)CC1=O (centres undefined)	-3.6
O=C(O)C1C2CCC(C2)C1C(=O)Nc1ccc(Cl)c(Cl)c1 (centres undefined)	-7.8
Cn1c(N)c(C(=O)COC(=O)/C=C/c2ccc(Cl)cc2Cl)c(=O)n(C)c1=O	-1.2
COc1ccc(N2CCN(C(=O)COC(=O)[C@@H](NC(=O)c3ccccc3Cl)C(C)C)CC2)cc1	-7.0
CNC(=O)C[C@H]1C(=O)N(C2CCCCC2)C[C@@H]1c1ccc(Br)cc1	6.1

More structures:
SMILES	RXFP1 antag
Cc1cc(S(=O)(=O)Nc2ccc(C(=O)NC3CC3)cc2)ccc1F	4.4
COc1cc(NC(=O)C2=C(C)OCCS2)c(Cl)cc1C(=O)NCCCN1CCCC(C)C1 (centres undefined)	-4.1
CCN(CC)Cc1cc(C(C)(C)C)cc(N2CCOCC2)c1O	3.7
CCCCCCCCCCCCOCCO	-8.3
Cc1ccc(S(=O)(=O)N2C[C@]3(O)C[C@@H]4C(=O)N(c5ccccc5)C(=O)[C@@H]4C[C@]3(OC(=O)NCc3ccccc3)C2)cc1	8.8
CN(C)S(=O)(=O)c1cccc(NC(=O)CCNC(=O)Nc2ccccc2)c1	3.4
NN=C1c2ccccc2-c2ccc(N)cc21	2.5
O=C(N/N=C/C=C/c1ccco1)C(O)c1ccccc1 (centres undefined)	0.4
O=C(C[C@H]1C(=O)N(Cc2ccccc2)C[C@@H]1c1ccc(Br)cc1)Nc1ccc(Br)cc1	2.8
ON=C(c1ccccc1)c1ccc2c3c(cccc13)CC2	-105.6*
Cc1cc([N+](=O)[O-])c(NC2CCCCC2)c([N+](=O)[O-])c1	-5.8
CSc1ncccc1C(=O)N1CCCC(Nc2ccc(F)c(F)c2)C1 (centres undefined)	-3.6
COc1ccc(OC)c(S(=O)(=O)Nc2ccccc2O)c1	14.0
CC1CN(C)C(C)CC1OC(=O)C(c1ccccc1)c1ccccc1 (centres undefined)	0.2
COc1ccc(COC(=O)CCCN=C2NS(=O)(=O)c3ccccc32)cc1F	5.7

Three compounds out of the list above, sorted by the value under RXFP1 antag, low to high.
SMILES | RXFP1 antag
CCC(=O)Nc1nnc(SCC(=O)NCC2CCCO2)s1 (centres undefined) | -14.5
CCN(CC(=O)Nc1ccccc1OC)C(=O)CN1C(=O)NC(C)(c2ccc3ccccc3c2)C1=O (centres undefined) | -2.2
CN(C)S(=O)(=O)c1cccc(NC(=O)CCNC(=O)Nc2ccccc2)c1 | 3.4

Later entries.
SMILES	RXFP1 antag
Cc1cccc(C(=O)Nc2nnc(SCC(=O)NCc3ccco3)s2)c1	1.0
CCN(CC)C(=O)C1=C(C)N(CCC2=CCCCC2)C(=O)C(CC(=O)NCCN2CCOCC2)C1 (centres undefined)	2.6
C[C@H](CO)N1C[C@H](C)[C@@H](CN(C)C(=O)OCc2ccccc2)OCc2cn(nn2)CCCC1=O	7.9
O=C(c1cc(Cl)cc(Cl)c1)N1CCC2CC1c1cc(N3CCCCC3)ccc12 (centres undefined)	-2.2
CSc1ncccc1C(=O)NCc1nnc2ccccn12	7.8
CCN(CC)C(=O)Cn1cc(S(=O)(=O)CC(=O)Nc2ccccc2F)c2ccccc21	-3.6
NS(=O)(=O)c1ccc(CCNC(=O)c2cc(S(=O)(=O)N3CCCCC3)ccc2Cl)cc1	3.6
Cc1nc2ccccc2c(C(=O)O)c1-c1ccccn1	4.6
Nc1ccc(C(=O)OCC(O)CO)cc1 (centres undefined)	9.4
CCOC(=O)C1=C(COC(=O)C2CC(=O)N(CCc3ccccc3)C2)NC(=O)NC1C (centres undefined)	-8.1
CCC(CC)c1nnc(NC(=O)c2cccc(S(=O)(=O)N3CCOCC3)c2)s1	-16.4
O=C(COC(=O)c1ccc2c(c1)OCCO2)NCc1ccc(Cl)cc1	2.1
COC(=O)Nc1ccc(S(=O)(=O)N2CCCC(C(=O)NCC3CCCO3)C2)cc1 (centres undefined)	-2.1
O=C(C1CCCN(S(=O)(=O)c2ccc(F)cc2)C1)N1CCOCC1 (centres undefined)	-13.3
CN(Cc1ccccc1)S(=O)(=O)c1ccc(NC(=O)C2CCCCC2C(=O)O)cc1 (centres undefined)	-1.5

The list goes on.
SMILES	RXFP1 antag
COC(=O)c1ccc(C(=O)OC)c(NC(=O)CSc2n[nH]c(N)n2)c1	-8.9
CC(OC(=O)[C@@H](NS(=O)(=O)c1ccccc1)C(C)C)C(=O)c1c(N)n(C)c(=O)n(C)c1=O (some centres undefined)	4.4
COc1ccc(S(=O)(=O)Nc2ccc3c(c2)C(=O)N([C@H](C)CO)C[C@H](C)[C@@H](CN(C)C(=O)Nc2ccc(F)cc2)OCCCC[C@H](C)O3)cc1	0.2
CC1(C)C(=O)Nc2ccccc2N1C(=O)COC(=O)c1cccc(O)c1	-0.3
Cc1cccc(CN(C)C[C@@H]2OCc3cnnn3CCCC(=O)N([C@@H](C)CO)C[C@H]2C)c1	1.2
O=C(COc1ccc(Br)cc1)OCC(=O)c1ccc[nH]1	-2.4
O=C(NCCSSCCNC(=O)c1ccccc1)c1ccccc1	-10.5
O=C(NCc1ccco1)/C(=C/c1cccnc1)NC(=O)c1ccco1	-17.9
CC(=O)c1ccc2cc3c(cc2c1)OCO3	13.2
NS(=O)(=O)c1ccc(CCNC(=O)CCc2ccccc2)cc1	-7.9
COc1ccc(C(C)(C)C)cc1NC(=O)CCN1C(=O)NC(C)(C)C1=O	0.3
COc1cc(C)c2sc3ccccc3c(=O)c2c1NCCN(C)C	?
Cc1c(C(=O)NN2CCCCC2)nn(-c2ccc(Cl)cc2Cl)c1-c1ccc(Cl)cc1	-70.6*
CCn1c(SCc2cc(=O)[nH]c3ccccc23)nc2c1c(=O)n(C)c(=O)n2C	-0.9
COc1ccccc1N(C)S(=O)(=O)c1ccc(C(=O)Nc2cccc(Br)c2)cc1	1.0

The list goes on:
SMILES	RXFP1 antag
COc1ccc(NC2CCCN(C(=O)COc3ccc(C(C)=O)cc3)C2)cc1 (centres undefined)	0.4
COc1ccc(S(=O)(=O)Nc2cc(S(=O)(=O)N3CCOCC3)ccc2OC)cc1	-4.1
COc1cc(/C=C/C(=O)OCC(=O)NCCCc2ccccc2)ccc1O	-3.3
Cn1c(CCCNC(=O)c2ccco2)nc2ccccc21	-6.2
COc1cccc(-c2n[nH]nc2C2=CC(=O)CC(C)(C)C2)c1	3.0
COc1ccc(C2CCc3cc4c(cc3C2=NO)OCO4)cc1OC (centres undefined)	-6.7
Cc1cn([C@H]2C[C@H](O)[C@@H](CNCc3ccc(N4CCN(C)CC4)cc3F)O2)c(=O)[nH]c1=O	3.8
O=C1NC(=O)C(c2ccccc2)(c2ccc(Cl)cc2Cl)N1 (centres undefined)	-2.4
O=C(NNC(=O)c1ccccc1F)c1ccc(S(=O)(=O)N2CCCC2)cc1	6.5
CCN(C(=O)CSc1nc2cc(C(=O)O)ccc2c(=O)n1-c1ccccc1F)C1CCS(=O)(=O)C1 (centres undefined)	0.0
Cc1ccc(S(=O)(=O)N2CCC(C(=O)NCCN3CCOCC3)CC2)cc1	0.5
C#CCN(C[C@H]1[C@H](OC(=O)NCc2ccc(OC)c(OC)c2)[C@H](OC(=O)NCc2ccc(OC)c(OC)c2)C[C@@H](C(=O)OC)[C@H]1C(=O)OC)S(=O)(=O)c1ccc(C)cc1	1.2
CC1(C(=O)O)CCC(C(=O)NNC(=O)c2ccccc2Cl)C1(C)C (centres undefined)	-2.5

These rows are one share of the data (hit frequency here may not be typical).
